Assay outcomes from PubChem BioAssay.
TDP1 inh: blocks human tyrosyl-DNA phosphodiesterase 1 | Potency, µM (titrated, usually from 130 µM), inactives show top-dose activity change, negative = inhibition, usual class: inhibitors | Q9NUW8 | recombinant TDP1, AlphaScreen DNA substrate cleavage | actives 0.28% (n = 350,000); note: nearly all actives have a fitted effect of over 40% in size
Target sequence (Q9NUW8 whole entry, looked up): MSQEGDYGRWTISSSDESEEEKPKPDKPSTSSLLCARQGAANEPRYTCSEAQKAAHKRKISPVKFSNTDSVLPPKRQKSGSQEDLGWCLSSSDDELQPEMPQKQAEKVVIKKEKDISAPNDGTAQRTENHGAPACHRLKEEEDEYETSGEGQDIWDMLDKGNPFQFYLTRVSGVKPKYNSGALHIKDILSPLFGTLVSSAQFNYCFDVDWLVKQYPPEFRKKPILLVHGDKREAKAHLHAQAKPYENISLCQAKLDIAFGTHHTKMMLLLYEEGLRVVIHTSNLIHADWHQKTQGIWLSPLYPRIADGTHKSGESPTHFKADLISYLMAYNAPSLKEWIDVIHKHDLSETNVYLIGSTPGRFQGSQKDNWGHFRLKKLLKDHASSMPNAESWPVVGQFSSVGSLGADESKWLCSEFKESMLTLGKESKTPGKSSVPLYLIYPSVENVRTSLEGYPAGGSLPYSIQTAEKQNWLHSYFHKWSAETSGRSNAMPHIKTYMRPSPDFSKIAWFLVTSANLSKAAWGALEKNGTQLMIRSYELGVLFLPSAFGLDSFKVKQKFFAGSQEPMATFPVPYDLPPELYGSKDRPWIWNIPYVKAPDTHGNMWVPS
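Compounds were preincubated with Tdp1 (1 nM final) for 15 min at room temperature before substrate (15 nM final) started a 5 min reaction; beads (10 ug/ml final) were then added for 10 min before AlphaScreen detection.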
N370S GC mod: inhibits or activates N370S mutant glucocerebrosidase. N370S GC spleen homogenate, 4MU-glucoside fluorescence. Potency, µM (series often up to 59.4 µM), inactives show top-dose activity change, negative = inhibition, usual class: inhibitors. actives 0.092% (n = 330,000);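 note: 0% = full enzyme activity and -100% = no enzyme basal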
FEN1 inhibitor: blocks human flap endonuclease 1. Recombinant FEN1 flap cleavage, fluorescence, 15 min. Potency, µM (top dose mostly 114 µM), for the others: top-dose activity change, negative = inhibition, most hits filed as inhibitors. actives 0.35% (n = 390,000). P39748. AID 588795; note: nearly all actives have a fitted effect of over 65% in size
Target sequence (P39748 whole entry, looked up): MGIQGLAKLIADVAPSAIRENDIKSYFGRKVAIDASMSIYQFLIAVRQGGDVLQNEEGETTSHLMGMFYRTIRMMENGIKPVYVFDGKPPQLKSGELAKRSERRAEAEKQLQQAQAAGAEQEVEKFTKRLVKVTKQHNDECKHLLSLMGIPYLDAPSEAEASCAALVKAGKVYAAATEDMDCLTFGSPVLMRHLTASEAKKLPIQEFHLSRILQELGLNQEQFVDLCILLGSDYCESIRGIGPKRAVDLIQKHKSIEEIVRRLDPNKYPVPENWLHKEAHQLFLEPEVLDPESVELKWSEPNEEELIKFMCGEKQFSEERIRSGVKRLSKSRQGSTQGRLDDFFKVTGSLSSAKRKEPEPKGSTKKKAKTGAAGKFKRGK
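Nuclease activity of 10 nM FEN1 was measured after 15 min of room-temperature exposure to titrated compounds, by adding 50 nM flap substrate and reading plates at 0 and 15 min.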
* = called active by the depositor; & = joins results of further samples; [ ] = dose if it differs, or a comment. Calls come from the whole dose curve; as a rule, active = well fitted curve in the direction sought with a large enough effect; inconclusive = small, poorly fitted or top-dose-only effect, or another doubt; inactive = no such curve, though single readings can be large; an effect the other way counts as inactive or inconclusive. Unless noted, % is set by controls: 0 for no effect and ±100 for the full control effect; potency is the fitted concentration of half-maximal effect.

COc1cc(/C=C/C(=O)OCC(=O)Nc2sc3c(c2C#N)CCC(C)C3)ccc1OCC#N (stereo not drawn) was read as TDP1 inh 0%, N370S GC mod 12% and FEN1 inhibitor -5%.
COC(=O)Cc1c(C)c2cc3c(c(C)c2oc1=O)OCN(CCc1ccc(OC)cc1)C3 was read as TDP1 inh 5% and FEN1 inhibitor 17%.
For O=[N+]([O-])c1ccc(NC(=S)N/C(=N/CS(=O)(=O)c2ccccc2)c2ccccc2)cc1 the results were TDP1 inh 3%, N370S GC mod -3% and FEN1 inhibitor 19%.
For C[C@@]12C(=O)Nc3ccc(Cl)cc3C(=O)N1[C@H]1c3cc(Br)ccc3OC[C@@H]1[C@@H]2c1ccccc1 the results were TDP1 inh 2% and FEN1 inhibitor -7%.
CC(NC(=O)CSc1nc2ccccc2c(=O)n1CCCO)c1ccccc1 (stereo not drawn) was read as TDP1 inh 0%, N370S GC mod 20% and FEN1 inhibitor 46%.
`CCN1/C(=C\C(=S)Nc2ccccc2)Sc2ccccc21` gave TDP1 inh 10%, N370S GC mod -3% and FEN1 inhibitor -5%.
For Cc1cccc(NC(=O)c2cc3c(=O)n(Cc4ccco4)ccc3nc2C)c1 the results were TDP1 inh 5% and FEN1 inhibitor -12%.
Screening Cc1c(OCc2ccccc2)c(=O)ccn1Cc1ccc(Cl)cc1 returned TDP1 inh 4%, N370S GC mod -5% and FEN1 inhibitor -21%.
C=CCNC(=O)COCc1cc(-c2ccc3c(c2)OCO3)on1 was read as N370S GC mod -4% and FEN1 inhibitor -7%.
For CN(C(=O)CCCN1C(=O)c2ccccc2C1=O)C1CCCCC1 the results were TDP1 inh 2% and FEN1 inhibitor -12%.
For N/C(=N\OC(=O)c1ccc(Cl)cc1)c1ccn[nH]1 the results were TDP1 inh 1%, N370S GC mod -3% and FEN1 inhibitor -16%.
`COc1cc(NC(=O)c2sc3ncn(CC(=O)N4CCC(C)CC4)c(=O)c3c2C)cc(OC)c1OC` gave TDP1 inh 10%, N370S GC mod -6% and FEN1 inhibitor -3%.
For CCOc1ccccc1N(CC(=O)NCc1ccc(OC)cc1)S(C)(=O)=O the results were TDP1 inh 5%, N370S GC mod 9% and FEN1 inhibitor -1%.
Screening COc1cc2c(cc1OC)C(COc1ccccc1OC)N(C(=O)c1ccco1)CC2 (stereo not drawn) returned TDP1 inh 6%, N370S GC mod 25% and FEN1 inhibitor 9%.
Screening CCc1ccccc1NC(=O)N1C2CCCC1CC(NC(=O)C(C)(C)C)C2 (stereo not drawn) returned TDP1 inh 1%, N370S GC mod -1% and FEN1 inhibitor -6%.
CCCCC(=O)Nc1cccc(NC(=S)NC(=O)COc2ccccc2Cl)c1 was read as TDP1 inh 3%, N370S GC mod 10% and FEN1 inhibitor 3%.
Screening Cc1cc(C)n(-c2cccc(CN3CCC(CO)(Cc4ccccc4)CC3)c2)n1 returned TDP1 inh 3%, N370S GC mod 0% and FEN1 inhibitor 5%.
`COCCN1C(=O)C(O)=C(C(C)=O)C1c1ccc(F)cc1` (stereo not drawn) gave TDP1 inh inconclusive, N370S GC mod -6%[2.35 µM] and FEN1 inhibitor 4%.
For COc1ccc(-n2cnc3c(sc4nc(N5CCOCC5)c5c(c43)CCCC5)c2=O)cc1 the results were TDP1 inh -1%, N370S GC mod 6% and FEN1 inhibitor -3%.
For Cc1ccc2cc(C)c3nnc(SCC(=O)Nc4nc5c(s4)CCCC5)n3c2c1C the results were TDP1 inh 10%, N370S GC mod 11% and FEN1 inhibitor -25%.

Brought forward from above: five entries; new compounds follow.
CCCCC(=O)Nc1cccc(NC(=S)NC(=O)COc2ccccc2Cl)c1 was read as TDP1 inh 3%, N370S GC mod 10% and FEN1 inhibitor 3%.
Screening Cc1cc(C)n(-c2cccc(CN3CCC(CO)(Cc4ccccc4)CC3)c2)n1 returned TDP1 inh 3%, N370S GC mod 0% and FEN1 inhibitor 5%.
`COCCN1C(=O)C(O)=C(C(C)=O)C1c1ccc(F)cc1` (stereo not drawn) gave TDP1 inh inconclusive, N370S GC mod -6%[2.35 µM] and FEN1 inhibitor 4%.
For COc1ccc(-n2cnc3c(sc4nc(N5CCOCC5)c5c(c43)CCCC5)c2=O)cc1 the results were TDP1 inh -1%, N370S GC mod 6% and FEN1 inhibitor -3%.
For Cc1ccc2cc(C)c3nnc(SCC(=O)Nc4nc5c(s4)CCCC5)n3c2c1C the results were TDP1 inh 10%, N370S GC mod 11% and FEN1 inhibitor -25%.
For N#Cc1ccccc1OCC(=O)Nc1cccc(S(=O)(=O)N2CCCC2)c1 the results were TDP1 inh 0%[56.1 µM] and FEN1 inhibitor 0%.
`CCCCNC(=O)N1CCOCCOCCN(C(=O)NCCCC)CCOCC1` gave TDP1 inh 0%, N370S GC mod inconclusive and FEN1 inhibitor 6%.
Screening CC1CCCC(NC(=O)COC(=O)[C@@H]2CC(O)CN2S(=O)(=O)c2ccc3c(c2)OCCO3)C1C (stereo partly drawn) returned TDP1 inh 5%, N370S GC mod 17% and FEN1 inhibitor -10%.
For CCCCNC(=O)Nc1ccc2c(c1)N(C)C(=O)c1ccccc1S2 the results were TDP1 inh 6%, N370S GC mod -18% and FEN1 inhibitor -15%&-4%.
Screening Cc1ccc(S(=O)(=O)N2CCN(Cc3ccsc3)CC2)cc1 returned TDP1 inh 7%, N370S GC mod 0% and FEN1 inhibitor 0%.
For COc1cc(C(=O)Nc2ccc(S(=O)(=O)N(C)c3ccccc3)cc2)cc(OC)c1OC the results were TDP1 inh 5%, N370S GC mod 13% and FEN1 inhibitor -17%.
Screening O=C(Cc1csc(Nc2nc(=S)[nH]c3ccccc23)n1)N1CCN(c2cccc(C(F)(F)F)c2)CC1 returned TDP1 inh 8%, N370S GC mod 5% and FEN1 inhibitor 3%.
Screening Cc1cc(C)nc(-n2nc(C)cc2NC(=O)CN2CCC(C)CC2)n1 returned TDP1 inh 0%, N370S GC mod 15% and FEN1 inhibitor 12%.
`O=C(Cc1ccccc1)N1CCN(c2ncccn2)CC1` gave TDP1 inh 3%, N370S GC mod 1% and FEN1 inhibitor 0%.
Screening Cc1ccc(C(=O)NCc2ccccn2)cc1S(=O)(=O)N1CCOCC1 returned TDP1 inh 1% and FEN1 inhibitor -6%.
For CC(Oc1ccccc1)C(=O)N=Nc1c(O)[nH]c2ccc(Br)cc12 (stereo not drawn) the results were TDP1 inh 5%, N370S GC mod 15% and FEN1 inhibitor 16%.
COc1ccc(CCn2c(-c3ccc(F)cc3)nc3c(c(=O)c4ccccc4n3C)c2=O)cc1OC was read as TDP1 inh 5%, N370S GC mod -2% and FEN1 inhibitor -3%.
`CC1(C)SC2c3ccccc3C(=O)N2[C@@H]1C(=O)NC1CCCC1` (stereo partly drawn) gave TDP1 inh 3%, N370S GC mod 3% and FEN1 inhibitor 18%.
Screening C=CCN(CC=C)C(=O)CN1C(=O)NC(c2ccccc2)(c2ccccc2)C1=O returned N370S GC mod 0% and FEN1 inhibitor -1%.
For CCn1c(SCC(=O)Nc2nncs2)nnc1C(C)NC(=O)c1ccccc1Br (stereo not drawn) the results were TDP1 inh 9%, N370S GC mod -1% and FEN1 inhibitor 1%.
For CCOC(=O)C1=C(C)NC(=O)NC1c1ccc(OCC(=O)N2CCCCC2)cc1 (stereo not drawn) the results were TDP1 inh 1%, N370S GC mod -22% and FEN1 inhibitor -4%.
`C[C@H](NC(=O)Nc1ccccc1F)C(=O)O` gave TDP1 inh 6%, N370S GC mod -20% and FEN1 inhibitor -2%.
Screening N#CCCn1cc(/C=C2\NC(=S)N(c3ccccc3)C2=O)c(-c2ccc(F)cc2)n1 returned TDP1 inh -8%, N370S GC mod 12% and FEN1 inhibitor 0%.
For COc1ccc(-c2[nH]ncc2CN(CC2CCC(=O)N2)C(C)C)cc1F (stereo not drawn) the results were TDP1 inh 1%, N370S GC mod 3% and FEN1 inhibitor 10%.
Screening CCOC(=O)c1cc2c(=O)n3ccccc3nc2n(Cc2ccco2)c1=NC(=O)c1cccnc1 returned N370S GC mod -10% and FEN1 inhibitor -2%.
COC(=O)/C(C#N)=C/c1c(N2CCN(c3cccc(Cl)c3)CC2)nc2c(C)cccn2c1=O was read as N370S GC mod -3% and FEN1 inhibitor -18%.
Screening Cc1cc(C)cc(C(=O)OCC(=O)N2CCCC2)c1 returned TDP1 inh -11%, N370S GC mod -10% and FEN1 inhibitor -6%.
Screening CC(C(=O)OCC(=O)c1ccc(F)cc1)N1C(=O)C2C3C=CC(C3)C2C1=O (stereo not drawn) returned N370S GC mod -4% and FEN1 inhibitor 0%.
For CC1CN(c2ccccc2)c2nc3c(c(=O)[nH]c(=O)n3C)n2C1 (stereo not drawn) the results were N370S GC mod 3% and FEN1 inhibitor -6%.
Cc1nnc(NC(=O)C2CCN(c3nnnn3-c3ccccc3)CC2)s1 was read as TDP1 inh -3%, N370S GC mod -13% and FEN1 inhibitor 2%.
Screening CCOC(=O)c1ccccc1OC(=O)CS(=O)c1ccccc1[N+](=O)[O-] (stereo not drawn) returned TDP1 inh 8%, N370S GC mod -1% and FEN1 inhibitor -4%.
Cc1cccc(NC(=O)C2CCCN(S(=O)(=O)c3ccc4c(c3)oc(=O)n4C)C2)c1 (stereo not drawn) was read as TDP1 inh 1%&0%, N370S GC mod -8% and FEN1 inhibitor 2%&-14%.
Screening Cc1ccc(Cn2ccc(NC(=O)CCSc3nc(-c4ccco4)cc(C(F)(F)F)n3)n2)cc1 returned TDP1 inh 8%, N370S GC mod 8% and FEN1 inhibitor 10%.
`CC(=O)OC1C=C[C@@H](OC(C)=O)C1` (stereo partly drawn) gave TDP1 inh 8% and N370S GC mod 4%.
Screening COC(=O)c1ccccc1S(=O)(=O)N1CCC(c2nc3ccccc3o2)CC1 returned TDP1 inh 7%, N370S GC mod 6% and FEN1 inhibitor 16%.

Continued, starting with the last 2 of the part before.
`CC(=O)OC1C=C[C@@H](OC(C)=O)C1` (stereo partly drawn) gave TDP1 inh 8% and N370S GC mod 4%.
Screening COC(=O)c1ccccc1S(=O)(=O)N1CCC(c2nc3ccccc3o2)CC1 returned TDP1 inh 7%, N370S GC mod 6% and FEN1 inhibitor 16%.
Screening Cc1c(C(=O)Nc2ccc(-n3cnnn3)cc2)oc2ccccc12 returned TDP1 inh 0%, N370S GC mod 2% and FEN1 inhibitor -15%.
`CC[C@@]1(C(=O)OC)N[C@H](CN(C)S(=O)(=O)c2ccc(C(F)(F)F)cc2)[C@@H]2C(=O)N(C)C(=O)[C@@H]21` gave TDP1 inh 0% and FEN1 inhibitor -4%.
`Cc1c(C2=CCN(S(=O)(=O)c3ccc(Cl)cc3)CC2)c2ccccc2n1C` gave TDP1 inh -2%, N370S GC mod -20% and FEN1 inhibitor -18%.
`COC(=O)c1cc(=O)nc2sccn12` gave TDP1 inh 5%, N370S GC mod 0% and FEN1 inhibitor 11%.
For O=C(Nc1ccc2nc(-c3cccs3)c(-c3cccs3)nc2c1)N1CCCC1 the results were TDP1 inh 0% and FEN1 inhibitor 10%.
`CC(=O)Nc1ccc(NC(=O)C(C)Sc2n[nH]c(-c3cccs3)n2)cc1` (stereo not drawn) gave TDP1 inh 1% and FEN1 inhibitor 20%.
Screening CCOC(=O)c1ccc(NC(=O)c2c(Cl)cc(C)nc2C)cc1 returned TDP1 inh 5%, N370S GC mod -9% and FEN1 inhibitor 14%.
`CCOc1ccc(-c2c(=O)n(O)c3ccccc3[n+]2[O-])cc1` gave N370S GC mod -6% and FEN1 inhibitor -14%.
`O=C(Nc1ccc2c(c1)OCCO2)C1CCN(C(=O)c2ccc(F)cc2)CC1` gave TDP1 inh 2%, N370S GC mod 4% and FEN1 inhibitor -2%.
Screening CSc1ccccc1NC(=O)COc1ccc(Cl)cc1 returned TDP1 inh -3%, N370S GC mod 8% and FEN1 inhibitor -12%.
CC1CCC(C(C)C)C(P(=O)(c2ccccc2)c2ccccc2)C1 (stereo not drawn) was read as TDP1 inh 10% and N370S GC mod -3%.
COc1ccc(CC(=O)Nc2c3c(nn2-c2cccc(Cl)c2)CS(=O)(=O)C3)cc1 was read as TDP1 inh -1%, N370S GC mod -3% and FEN1 inhibitor -11%.
For COc1ccccc1/C=C/C(=O)OCC(=O)Nc1ccc2c(c1)OCCO2 the results were TDP1 inh 0%[56.1 µM] and FEN1 inhibitor -5%.
CCOC(=O)N1CCN(C(c2ccc(C)cc2)c2sc3nc(C)nn3c2O)CC1 (stereo not drawn) was read as N370S GC mod -3% and FEN1 inhibitor -12%.
`CC[C@@]1(C(=O)OC)N[C@H](CN(C)C(=O)c2ccccc2)[C@@H]2C(=O)N(Cc3ccccc3)C(=O)[C@@H]21` gave TDP1 inh 1% and FEN1 inhibitor 1%.
N#Cc1cn(CC(=O)N2CCCC2)c2ccccc12 was read as TDP1 inh 2%, N370S GC mod -10% and FEN1 inhibitor -5%.
Screening O=C(Oc1ccccc1C(=S)N1CCOCC1)c1cccc([N+](=O)[O-])c1 returned N370S GC mod -1% and FEN1 inhibitor -12%.
O=C(NCc1cccs1)N[C@@H](Cc1ccccc1)C(=O)O was read as TDP1 inh 2%, N370S GC mod 5% and FEN1 inhibitor 8%.
